ADAM17 inh: inhibits human ADAM17; recombinant ADAM17, EDANS/DABCYL FRET peptide cleavage; AID 720648; 370,000 tested, 0.83% active; inhibition, % at 6.95 µM; P78536;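 active = inhibition above the mean of compounds lying between control limits plus 3 SD, set per campaign, cut at about 8.5% in these data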;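 note: 0% = DMSO-only wells as the low control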
PLC-beta3 inh: blocks human PLC-beta3 enzyme activity; AID 720704; Purified PLC-beta3, fluorogenic substrate, fluorescence; 370,000 tested, 0.18% active; inhibition, % at 12.2 µM; Q01970; in the data active = inhibition above about 11%;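 note: 0% = median of compound wells on plate and 100% = full blocker control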
FXN GAA850 act: activators of GAA850 frataxin (FXN) promoter; HEK293 lucGAA850 FXN promoter luciferase reporter, 24 h; percent of 10 µM SAHA response; activation, % at 6 µM; 360,000 tested, 0.56% active;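 active = activation above the average of all compounds screened plus 3 SD, cutoff fixed separately per campaign, cut at about 7.5% in these data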;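 note: 0% = DMSO wells and 100% = 10 µM SAHA wells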
PLC-gamma1 inh: PLC-gamma1 (human) inhibition, primary screen | P19174 | purified PLC-gamma1, fluorogenic substrate, fluorescence | inhibition, % at 12.2 µM | 370,000 tested, 0.84% active | AID 720700; in the data active = inhibition above about 9.5%
Target sequence (P19174 whole entry, looked up): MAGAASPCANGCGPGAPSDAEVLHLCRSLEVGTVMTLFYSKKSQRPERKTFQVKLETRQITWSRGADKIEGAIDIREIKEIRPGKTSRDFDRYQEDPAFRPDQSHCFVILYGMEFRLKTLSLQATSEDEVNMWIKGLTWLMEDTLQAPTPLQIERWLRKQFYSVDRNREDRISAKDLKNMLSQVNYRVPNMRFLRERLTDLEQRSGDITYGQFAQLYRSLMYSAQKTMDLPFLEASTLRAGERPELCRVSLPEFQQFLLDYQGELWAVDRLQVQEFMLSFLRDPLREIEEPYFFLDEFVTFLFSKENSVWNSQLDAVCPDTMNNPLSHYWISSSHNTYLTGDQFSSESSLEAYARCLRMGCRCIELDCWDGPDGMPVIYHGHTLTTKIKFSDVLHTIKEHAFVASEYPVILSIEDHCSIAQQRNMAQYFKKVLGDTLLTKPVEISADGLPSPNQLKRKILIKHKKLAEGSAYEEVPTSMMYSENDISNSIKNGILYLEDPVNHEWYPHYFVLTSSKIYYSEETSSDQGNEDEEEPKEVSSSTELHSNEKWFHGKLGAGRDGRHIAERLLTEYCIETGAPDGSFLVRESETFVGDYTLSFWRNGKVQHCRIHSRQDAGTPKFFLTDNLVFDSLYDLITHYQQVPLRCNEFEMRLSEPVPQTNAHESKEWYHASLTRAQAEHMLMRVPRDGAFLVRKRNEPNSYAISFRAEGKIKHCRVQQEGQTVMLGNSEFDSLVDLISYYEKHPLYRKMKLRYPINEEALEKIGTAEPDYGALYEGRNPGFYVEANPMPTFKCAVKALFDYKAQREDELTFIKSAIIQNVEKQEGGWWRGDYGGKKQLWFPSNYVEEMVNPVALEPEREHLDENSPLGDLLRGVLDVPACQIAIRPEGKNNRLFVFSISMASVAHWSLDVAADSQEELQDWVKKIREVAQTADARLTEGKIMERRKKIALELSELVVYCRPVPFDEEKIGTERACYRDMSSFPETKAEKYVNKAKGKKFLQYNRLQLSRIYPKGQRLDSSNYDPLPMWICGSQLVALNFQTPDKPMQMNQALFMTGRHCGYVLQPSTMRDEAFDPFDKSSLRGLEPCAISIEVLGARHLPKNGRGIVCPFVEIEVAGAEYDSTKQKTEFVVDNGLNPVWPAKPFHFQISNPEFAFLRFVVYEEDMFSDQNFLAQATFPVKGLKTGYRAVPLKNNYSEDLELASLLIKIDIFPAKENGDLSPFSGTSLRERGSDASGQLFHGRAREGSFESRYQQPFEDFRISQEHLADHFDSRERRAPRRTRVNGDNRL
HGIII-sPLA2 inh: Blocks human group III sPLA2 activity. Q9NZ20. QFRET BODIPY PC-A2 liposome hydrolysis, fluorescence. inhibition, % at 12.2 µM. 370,000 tested, 0.56% active. AID 743126;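 active = inhibition above mean plus 3 SD of compounds lying within the high and low control bounds, cut at about 19% in these data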;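 note: 0% = median of test compound wells and 100% = no enzyme DMSO wells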
DAX1 inh-1: inhibitors of human orphan nuclear receptor DAX1 (NR0B1). P51843. HEK293 Gal4-DAX1 luciferase reporter, luminescence. inhibition, % at 6.75 µM. 340,000 tested, 0.99% active. AID 504766;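 active = inhibition above the mean over all tested compounds plus 3 SD, cut at about 4.2% in these data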;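 note: 0% = DAX1-transfected cells with DMSO and 100% = empty-vector control cells with DMSO; inhibition shows as a rise in luminescence from relieved DAX1 repression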
ssDAF-12 act: activates DAF-12 receptor from parasite S. stercoralis; HEK293 ssDAF-12/GRIP1 lit1-tk-luc reporter, luminescence; % of 3 µM dafachronic acid response; activation, % at 6.8 µM; 370,000 tested, 1% active; AID 652126;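 active = activation above the mean over all tested compounds plus 3 SD, cut at about 0.9% in these data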;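 note: 0% = DMSO-only wells and 100% = 3 µM delta7-dafachronic acid wells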
hcDAF12 agonist: activators of H. contortus DAF-12 nuclear receptor. HEK293 hcDAF-12 lit1-tk-luc reporter, luminescence; 0% DMSO, 100% Δ7-dafachronic acid. activation, % at 6.8 µM. 370,000 tested, 1.4% active. AID 652067;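 active = activation above the mean of all tested compounds plus 3 SD, cut at about 5.5% in these data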;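 note: 100% = response to 3 µM Δ7-dafachronic acid high control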
DAX1 inh-2: blocks DAX1 repression of SF-1 activated StAR promoter | HEK293T StAR-luciferase reporter, SF-1/DAX-1 repression relief | inhibition, % at 6.8 µM | 370,000 tested, 1.1% active | AID 652010;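 active = inhibition above the mean over all tested compounds plus 3 SD, cut at about 3.6% in these data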;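 note: 0% = DAX-1 cells with DMSO and 100% = cells lacking DAX-1 with DMSO; higher inhibition means more luminescence from relief of DAX-1 repression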
ADAM10 inh: ADAM10 inhibition, QFRET primary screen; O14672; recombinant ADAM10, EDANS/DABCYL FRET peptide cleavage, 3 h; inhibition, % at 7 µM; 370,000 tested, 0.62% active; AID 720582;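 active = inhibition above a per-campaign cutoff equal to the mean of compounds falling between control-based bounds plus 3 SD, cut at about 20% in these data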;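 note: 0% = DMSO wells while the 100% control is not disclosed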
hgDAF12 agonist: hgDAF-12 agonism, primary luciferase screen. HEK293 GAL4-hgDAF12 UAS-luciferase reporter, agonist luminescence; normalized to butyrate control. 370,000 tested, 1.8% active. activation, % at 6.8 µM;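 active = activation above a cutoff set at the mean of all screened compounds plus 3 SD, cut at about 10% in these data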;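 note: 0% = DMSO wells and 100% = sodium butyrate wells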
Numbers without * were called inactive; i = inactive; x = no result given. Rows were taken by chance. Share with any hit: about 6.9%.

SMILES	ADAM17 inh	PLC-beta3 inh	FXN GAA850 act	PLC-gamma1 inh	HGIII-sPLA2 inh	DAX1 inh-1	ssDAF-12 act	hcDAF12 agonist	DAX1 inh-2	ADAM10 inh	hgDAF12 agonist
CC(C)(C)NC(=O)N1CCN(c2ncccc2C(F)(F)F)CC1	-2	0	-0.9	5	2	1.2	-0.9	-1.6	-0.1	-2	0.8
C#CCN(C(=O)c1cc(COc2cccc(C(F)(F)F)c2)on1)C1CCCCC1	10*	-9	-0.4	1	-8	-0.9	-1.0	1.1	-2.2	24*	-0.1
CCOC(=O)N1CCN(C(=O)CSc2ncnc3ccccc23)CC1	-5	-2	1.2	0	15	-0.7	-0.7	0.1	-1.1	-17	0.6
CC(C)[C@H](NC(=O)CCCn1nnc2ccccc2c1=O)C(=O)O	-4	-3	1.0	1	2	1.3	-0.2	-0.9	0.2	1	-0.4
CC1=C(C#N)C(c2ccccc2O)C(C#N)=C(C)N1	-6	-1	0.7	-2	5	2.4	0.6	9.6*	-0.4	-13	7.9
CC(C)NC(=O)Nc1ccc2c(c1)C(=O)N([C@H](C)CO)C[C@H](C)[C@@H](CN(C)S(=O)(=O)c1ccccc1)O2	1	3	1.1	1	-3	-0.6	-1.2	-1.6	0.4	11	0.3
CC(C)CNC(=O)Nc1ccccc1F	-2	1	1.1	1	-2	-1.2	-0.4	2.5	0.0	-8	4.3
CCOC(=O)C(O)(CC(=O)c1ccc(OC)cc1)C(F)(F)F (configuration not stated)	-3	-1	-0.5	-1	-1	-1.3	-0.3	1.2	-0.3	5	0.3
O=C(C1CCCCN1S(=O)(=O)c1ccccc1[N+](=O)[O-])N1CCOCC1 (configuration not stated)	-5	-4	-0.9	0	6	0.8	-1.6	0.3	-0.3	-8	-1.7
Cn1ccnc1SCC(=O)Nc1cccc(C(F)(F)F)c1	-3	-2	2.2	-1	3	0.2	-1.2	-3.3	1.2	1	0.3
C=CC[C@@H](CC(=O)N(CCO)Cc1ccccc1)C(=O)NCCOC(=O)[C@@H](CC=C)Cc1ccc(F)cc1	0	-1	-5.9	1	-20	-2.0	-1.5	-1.8	-2.3	0	-1.0
Cn1c(=O)n(C)c2cc(NC(=O)c3ccc(F)cc3)ccc21	1	-4	0.3	0	1	2.8	-1.1	-1.4	-0.6	2	-0.9
Cc1[nH]n(-c2ccccc2)c(=O)c1N=Nc1ccccc1C(=O)O	1	-3	-0.5	6	-10	-0.4	-1.3	-1.1	0.0	9	-1.9
C=CCNC(=S)N1CC2(C)CN(C(=S)NCC=C)CC(C)(C1)C2=O	0	-3	1.9	2	10	0.1	-0.6	0.4	0.1	4	-1.7
Cc1nc(C)c(C(=O)OCC(=O)NCc2ccccc2)s1	-4	-2	1.5	-4	0	0.5	-1.1	-0.2	0.3	-2	-2.8
CCOC(=O)Cc1csc(N/N=C\c2ccccc2OC)n1	-4	-77	4.1	-56	-7	1.0	-0.3	-2.1	1.0	-2	0.5
Cc1nc2ccc(NC(=O)N3CCN(c4ccccn4)CC3)cc2s1	-10	-12	-1.9	-9	2	1.1	-0.5	-1.4	1.3	-14	-0.7
COc1cccc(C(=O)N2CCN(C(=O)c3cccc4ccccc34)CC2)c1OC	-3	3	-2.0	-2	-1	0.1	-1.2	-2.4	0.2	-5	-1.8
COc1ccc([C@H]2C[C@@H](n3cc(-c4ccc(F)cc4)nn3)[C@H](O)CN2C(=O)C2CCCCC2)cc1	0	4	-0.2	1	-10	-0.5	-1.0	-1.9	-1.1	0	2.2
CC1CCCCN1C(=O)Cc1ccc(F)cc1 (configuration not stated)	-40	2	0.4	-4	3	0.8	-1.0	-1.2	-0.3	-11	1.6
O=[N+]([O-])c1ccc(Sc2ccc(F)cc2)nc1	-4	-6	1.1	1	0	-1.0	-1.1	0.2	-0.1	-3	0.9
O=C(c1cccc(S(=O)(=O)Nc2cccc(C(F)(F)F)c2)c1)N1CCOCC1	-7	-7	0.4	1	-3	-0.3	-1.6	-0.2	0.6	-2	-3.7
COC(=O)c1[nH]c2ccc(Br)cc2c1NC(=O)C(C)N1CCN(C2CCCCC2)CC1 (configuration not stated)	-1	-1	-0.8	2	-13	2.1	-1.1	-0.5	0.9	-2	-2.5
Cc1ccc(CNC(=O)CCS(=O)(=O)c2ccc(Cl)cc2)cc1	1	-1	0.3	-2	-9	-0.2	-0.9	-0.8	-0.1	3	3.1
O=C(c1cccn2c(=O)c3cc(Br)ccc3nc12)N1CCN(c2ccccn2)CC1	-19	-110	0.9	-92	-4	0.2	-0.9	3.6	0.6	-34	-0.1
Continued:
SMILES	ADAM17 inh	PLC-beta3 inh	FXN GAA850 act	PLC-gamma1 inh	HGIII-sPLA2 inh	DAX1 inh-1	ssDAF-12 act	hcDAF12 agonist	DAX1 inh-2	ADAM10 inh	hgDAF12 agonist
Cc1cc(C)n(-c2ccc(C(=O)N3CCN(S(=O)(=O)c4ccc(Cl)cc4)CC3)cc2)n1	-1	4	-0.6	0	-9	-0.7	-1.1	-0.6	-1.2	-1	2.1
Cc1cc(C)n(C(=O)CSc2nc3ccccc3o2)n1	-2	1	3.1	0	-1	0.8	-1.4	-1.1	-0.7	4	4.7
CC1=CC(C)[C@H](/C=N/n2c(=O)[nH]c3c([nH]c4ccc(Br)cc43)c2=O)C(C)C1 (some centres not stated)	-5	-8	0.8	0	1	0.5	-1.3	1.7	0.0	-9	0.5
Cc1cccc(NC(=O)c2cc(-c3ccc(C)s3)nc3ccccc23)n1	-208	i	-5.0	i	12	-2.2	-1.4	-2.8	-2.7	i	-3.6
CCN1C(=O)CC(N2CCN(c3ccc(OC)cc3)CC2)C1=O (configuration not stated)	1	2	-1.0	-1	0	-0.2	-1.6	-1.9	-0.1	5	-1.2
C=C(C)CN(CC)C(=O)CN1C(=O)NC2(CCc3ccccc32)C1=O (configuration not stated)	-2	-6	1.5	0	5	0.7	-1.3	-0.9	-0.6	-8	-0.1
O=C(OCc1ccccc1)C1CCN(S(=O)(=O)c2cccs2)CC1	0	5	0.9	1	-9	1.7	-1.6	0.8	0.0	-4	1.6
CCCOc1ccc(-c2nc(C#N)c(NCC3CCCO3)o2)cc1 (configuration not stated)	-198	-220	4.0	-136	-5	-1.6	-1.5	-2.8	-1.2	i	-1.4
COc1ccc(-c2csc(C(O)c3cccc(OC)c3)n2)cc1 (configuration not stated)	-1	-2	1.7	1	-11	x	-1.0	-2.0	-0.7	-7	0.2
COc1ccc(NC(=O)CN(C)C(=O)c2ccc3ccccc3n2)cc1	-3	-7	-1.2	5	2	-0.1	-0.7	3.0	-1.6	-3	-1.7
O=S(=O)(NCc1ccc2c(c1)OCO2)c1ccc2c(c1)oc1ccccc12	2	-1	1.1	0	-27	-0.6	-1.0	1.7	0.7	6	1.6
CC1(c2nnc(-c3ccc(F)cc3)o2)CC(c2ccc(F)cc2)=NO1 (configuration not stated)	-1	2	0.3	-3	1	0.2	-1.3	-1.7	-0.3	-9	-2.7
CCN(CC)CCN(C(=O)c1ccc2c(c1)CCCC2)c1nc2c(C)cccc2s1	-5	-13	-2.3	-5	0	0.2	-0.9	-0.7	-0.8	-13	1.4
COc1ccccc1-n1cnnc1SCC(=O)N1CCN(S(=O)(=O)c2ccccc2)CC1	2	1	-1.1	1	-3	0.9	-0.5	0.2	-0.1	7	-1.0
COc1cccc(CNC(=O)[C@@H](C)N2C(=O)N3CCc4c([nH]c5ccc(OC)cc45)C3(C)C2=O)c1 (some centres not stated)	-3	-8	-2.6	-6	-32	-0.2	-1.7	-1.9	-1.2	-2	-1.5
COC(=O)c1ccc(COC(=O)CNC(=O)c2ccc(C)s2)cc1	6	-5	-0.4	6	2	-0.2	-1.0	-0.1	-0.1	-9	-0.5
CCN1CCN(c2nc(Nc3ccccc3)nc(N)c2[N+](=O)[O-])CC1	1	5	-1.1	4	4	0.1	-0.6	-1.7	1.6	-2	-0.1
CC(c1ccccc1)n1cc(C(=O)NCC2CCCO2)nn1 (configuration not stated)	-4	2	2.1	0	5	1.3	-0.7	0.6	-0.3	6	0.8
COc1ccc(CCN2CC(C(=O)N(C)Cc3cccnc3)CC2=O)cc1OC (configuration not stated)	-4	-4	-0.9	0	-1	0.0	-1.3	2.3	0.0	-6	-1.6
Cc1ccc(OCC(=O)NC(C)c2ccccc2)cc1C (configuration not stated)	2	-1	0.5	8	1	2.7	-1.7	0.1	0.0	2	-1.4
Cc1cc(C)cc(NC(=O)CCn2cnc3cc(C)c(C)cc32)c1	-2	-1	-0.4	2	-20	-0.4	-1.9	-1.4	0.5	2	-3.7
CCC(CO)Oc1cc(NCc2ccccc2)c2ncn(C(C)C)c2c1 (configuration not stated)	-2	-51	0.1	-38	0	2.5	-1.1	-0.8	-0.1	-2	-1.0
COc1ccc(/C=C(\NC(=O)c2ccc(OC)cc2)C(=O)N2CCCCC2)cc1	0	-8	2.0	-8	-1	-0.5	0.1	4.3	0.3	6	7.6
CCCN1C(=O)c2ccc(C(=O)NC3=NCCS3)cc2C1=O	-4	0	-0.9	1	-4	-0.4	-1.2	-0.3	-0.3	-3	4.5
Cc1cccc(OCC(=O)Nc2ccc(N3CCN(C(=O)c4ccco4)CC3)cc2)c1C	-5	6	-1.0	2	-3	-0.9	-1.9	-0.7	-1.5	2	2.5
Continuation.
SMILES	ADAM17 inh	PLC-beta3 inh	FXN GAA850 act	PLC-gamma1 inh	HGIII-sPLA2 inh	DAX1 inh-1	ssDAF-12 act	hcDAF12 agonist	DAX1 inh-2	ADAM10 inh	hgDAF12 agonist
CCN(CC)C(=O)CSc1nnc([C@H](Cc2c[nH]c3ccccc23)NC(=O)OC(C)(C)C)o1	2	1	-1.9	2	-59	-0.4	-1.5	-2.1	-0.2	4	0.2
N#CC1=C(N)Oc2ccc3ccc(O)cc3c2C1c1cccnc1 (configuration not stated)	2	-2	-3.6	-2	-40	-0.6	-1.7	-2.3	-0.3	4	-2.1
O=C(c1cccc([N+](=O)[O-])c1)N1CCCC(C(=O)N2CCc3ccccc3C2)C1 (configuration not stated)	-5	-9	1.4	-4	6	-0.8	-1.4	-1.2	-2.1	1	-0.2
COCc1ccc(C(=O)N(C)CC2CCCN(CCc3ccccc3F)C2)o1 (configuration not stated)	-4	-1	-0.2	1	-3	0.1	-0.9	-1.1	0.2	4	2.1
CCCCc1c(O)nc2sccn2c1=O	2	2	-0.8	4	2	0.8	-1.2	-1.1	-0.1	1	2.8
O=C(C[n+]1cc[nH]c1)c1ccc(Cl)cc1	-3	-3	-0.7	-1	-38	1.5	-1.1	0.2	-0.1	0	3.1
COc1cc2c(cc1NC(=O)COC(=O)C(CCSC)NC(=O)c1ccccc1Cl)oc1ccccc12 (configuration not stated)	4	0	4.4	1	1	-1.4	2.5*	5.3	0.9	0	-0.6

Source: PubChem BioAssay
